HTRA1 inh – HTRA1 serine protease inhibitors, primary screen, biochemical, fluorescence polarization, HTS; recombinant HTRA1, FP-rhodamine activity-based probe; inhibition, % at 5.96 µM; 340,000 compounds, 0.5% hits; in the data active means inhibition above about 36%;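 further: 0% = enzyme with DMSO and 100% = wells lacking enzyme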
ASAP1 GAP inh – inhibitors of human ASAP1 ArfGAP activity, primary screen, biochemical, fluorescence polarization; Arf-GAP with SH3 domain, ANK repeat and PH domain-containing protein 1 (Homo sapiens), …; ASAP1-stimulated ARF1 GTP hydrolysis, GDP FP detection; inhibition, % at 16.5 µM; 360,000 compounds, 0.19% hits; AID 624377, 2012; in the data active means inhibition above about 25%;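 further: 0% = vehicle with enzyme and substrate and 100% = no enzyme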
NPR1 activator – GC-A stimulated cGMP production enhancers – HEK293 GC-A cells, cGMP TR-FRET, EC30 ANP, primary screen; activation, % at 10 µM; 0% at EC30 ANP, 100% saturating ANP; 370,000 compounds, 0.14% hits; AID 1671463, 2021; Atrial natriuretic peptide receptor 1 (Homo sapiens), P16066; in the data active means activation above about 40%
Target sequence (P16066 whole entry, looked up): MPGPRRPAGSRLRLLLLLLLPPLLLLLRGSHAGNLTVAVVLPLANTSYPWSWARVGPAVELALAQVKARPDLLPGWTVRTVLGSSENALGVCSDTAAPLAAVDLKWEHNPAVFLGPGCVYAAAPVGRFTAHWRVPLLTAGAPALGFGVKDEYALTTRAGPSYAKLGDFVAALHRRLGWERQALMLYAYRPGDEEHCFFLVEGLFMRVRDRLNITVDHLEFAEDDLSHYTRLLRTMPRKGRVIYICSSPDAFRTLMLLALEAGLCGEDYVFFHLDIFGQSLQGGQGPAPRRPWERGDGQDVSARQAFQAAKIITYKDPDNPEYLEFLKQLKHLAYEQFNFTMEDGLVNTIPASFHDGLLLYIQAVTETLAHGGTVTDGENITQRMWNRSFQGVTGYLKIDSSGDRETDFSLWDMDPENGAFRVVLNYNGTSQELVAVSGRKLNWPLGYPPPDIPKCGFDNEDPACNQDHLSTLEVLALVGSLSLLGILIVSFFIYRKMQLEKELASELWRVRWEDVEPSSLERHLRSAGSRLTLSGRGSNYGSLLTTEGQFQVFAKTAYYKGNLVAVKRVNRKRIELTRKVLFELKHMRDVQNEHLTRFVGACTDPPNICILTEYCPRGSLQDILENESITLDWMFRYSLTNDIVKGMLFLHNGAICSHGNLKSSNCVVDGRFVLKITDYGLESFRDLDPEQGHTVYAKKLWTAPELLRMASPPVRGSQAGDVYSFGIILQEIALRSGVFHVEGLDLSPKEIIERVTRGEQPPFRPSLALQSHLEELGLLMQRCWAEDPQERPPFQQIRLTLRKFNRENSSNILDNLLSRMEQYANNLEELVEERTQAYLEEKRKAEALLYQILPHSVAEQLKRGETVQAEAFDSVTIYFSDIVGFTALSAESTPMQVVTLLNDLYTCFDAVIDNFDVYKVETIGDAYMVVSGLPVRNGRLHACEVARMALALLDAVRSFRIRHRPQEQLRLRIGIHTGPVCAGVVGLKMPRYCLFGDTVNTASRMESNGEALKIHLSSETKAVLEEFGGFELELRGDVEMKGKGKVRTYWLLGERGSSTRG
PG9 Ab binder – binders of HIV-1 gp120 antibody PG9, primary screen, biochemical, TR-FRET | HIV-1 gp120 / PG9 antibody interaction | TR-FRET gp120-PG9 antibody binding | inhibition, % at 6.7 µM | 360,000 compounds, 0.43% hits; in the data active means inhibition above about 8.5%
SMARCA2 act – SMARCA2 (BRM) function activators, primary screen, cell-based, luminescence, high throughput; AID 652017, 2013; MG213 cells, MMTV-luciferase reporter, dexamethasone, overnight; 370,000 compounds, 1% hits; activation, % at 9.1 µM; in the data active means activation above about 7.8%;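 further: 0% = vehicle wells and 100% = reference activator wells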
Rev-erbA mod – modulators of Rev-erb alpha DNA binding, primary screen, biochemical, FITC-DNA, fluorescence polarization, uHTS. Nuclear receptor subfamily 1 group D member 1 (Homo sapiens), P20393. Rev-erbα–FITC-DNA binding, 90 min. activity, % at 10 µM. 370,000 compounds, 0.79% hits. AID 1259318, 2017;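 active means activity above about 14%, limit read from the data; passing the limit was not always enough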;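 further: 0% = DMSO wells with 35 nM protein and 100% = DMSO wells with 750 nM protein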
GC-B act – human GC-B receptor activators, primary screen, HEK293 GC-B cells, cGMP TR-FRET, EC30 CNP. Atrial natriuretic peptide receptor 2 (Homo sapiens), P20594. 0% at EC30 CNP, 100% saturating CNP. activation, % at 10 µM. 370,000 compounds, 0.11% hits;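 active means activation at 10 µM reaching about 35% in either raw or pattern-adjusted values, limit read from the data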
ABHD4 inh – ABHD4 inhibitors, primary screen, biochemical, fluorescence polarization, mouse; (Lyso)-N-acylphosphatidylethanolamine lipase (Mus musculus), Q8VD66; purified mABHD4, FP-Rh probe fluorescence polarization; AID 720543, 2013; 370,000 compounds, 0.54% hits; inhibition, % at 8.92 µM;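 active means inhibition exceeding the mean over every tested compound plus 3 SD, cut at about 30% in these data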;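 further: 0% = plate median of compound wells and 100% = S159A mutant with DMSO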
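System: mouse ABHD4 enzyme, wild type / Medium: HEPES pH 7.0, NaCl, Pluronic buffer / Reagent: FP-Rh activity-based fluorescent probe / Control set: S159A mutant high control, sample median low control / Detection: fluorescence polarization with parallel and perpendicular emission, 525/598 nm / Schedule: 45 min + 60 min at 25 °C / Compound dosing: 8.92 µM, single dose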
rCAG binder – binders of r(CAG) RNA repeats, primary screen, biochemical, fluorescence; 370,000 compounds, 1.3% hits; inhibition, % at 3 µM; r(CAG) RNA repeat, TO-PRO-1 dye displacement fluorescence;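 active means inhibition above the plate cutoff, the mean of all test compounds on that plate plus 3 SD, cut at about 35% in these data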;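 further: 0% = DMSO alone and 100% = 100 µM mitoxantrone as full dye displacement; higher means more dye released from RNA so lower well fluorescence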
ARFGAP1 inh – inhibitors of rat ARFGAP1 GAP activity, primary screen, biochemical, fluorescence polarization, GDP tracer. ADP-ribosylation factor GTPase-activating protein 1 (Rattus norvegicus), Q62848. Arfgap1-stimulated ARF1 GTP hydrolysis, GDP FP detection. inhibition, % at 16.5 µM. 360,000 compounds, 0.26% hits. AID 651572, 2012;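 active means inhibition above a per-plate limit, mean inhibition of low control wells plus 3 SD, cut at about 25% in these data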;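 further: 0% = DMSO wells with enzyme and 100% = wells lacking Arfgap1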
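Material: rat Arfgap1 catalytic domain, aa 1-136; also added: human ARF1(Δ1-17)-GTP substrate; compound dosing: one concentration, 16.5 µM, DMSO 1.26%; incubation: GTP hydrolysis reaction 2 h at 25 °C; measured by: Tracer-displacement fluorescence polarization with EDTA stop, 620/688 nm; evaluation: % inhibition from polarization; repeats: one replicate per compound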
An asterisk follows results filed as active; · = no result given.

SMILES	HTRA1 inh	ASAP1 GAP inh	NPR1 activator	PG9 Ab binder	SMARCA2 act	Rev-erbA mod	GC-B act	ABHD4 inh	rCAG binder	ARFGAP1 inh
CCO[C@@H]1OC(C(=O)N2CCN(Cc3ccccc3)CC2)=C[C@H](C2CC2)[C@H]1CCCO	-1	0	2	0.1	1	2	-1	-2	-10	-10
CCN1CCCC1CNCC(=O)Nc1ccc(OC(F)(F)F)cc1 (stereo unspecified)	2	8	3	-0.8	-4	2	-8	7	-1	2
COc1ccc(Cc2nnc(SCC(=O)NC3(C#N)CCCCC3)n2N)cc1	-4	-8	4	1.3	0	-6	-1	-4	-3	6
O=C(CS(=O)(=O)Cc1ccccc1)NCCc1ccc(F)cc1	1	-9	4	1.0	-2	4	1	5	0	4
Cc1c(OC(C)C(=O)NCc2ccccn2)ccc2c3c(c(=O)oc12)CCC3 (stereo unspecified)	-3	-13	1	-0.7	-1	0	-1	6	-2	3
Cc1ccc(N2CC(=O)N(c3ccc(C)cc3)CC2=O)cc1	-9	-9	3	-1.8	1	-3	11	4	-1	5
COc1ccc(N2C(=O)CC(S/C(N)=N/N=C(\C)c3cccs3)C2=O)cc1 (stereo unspecified)	-5	8	1	-1.1	-2	2	-5	-7	24	-7
C/C(=C\C=C(C#N)C#N)c1cc(C#N)c(N)o1	-132	8	-7	-12	0	8	-6	-129	-44	16
S=c1[nH]nc(-c2cccs2)n1/N=C/c1cccs1	5	-17	2	1.1	0	1	5	1	12	-2
Cc1cccc(C(=O)OC2CCN(C)CC2)c1	4	-1	1	-2.6	1	1	4	7	-1	1
CCC(CC)C(=O)Nc1ccc(S(=O)(=O)Nc2nccs2)cc1	5	-10	-1	0.1	-2	-4	3	7	3	7
CCCCNC(=O)c1nn(-c2ccccc2OC)c(=O)c2ccccc12	2	6	2	1.0	0	-1	6	4	-6	8
COc1ccc(OC)c(S(=O)(=O)N2CCN(C(=O)NC3CCCCC3)CC2)c1	-5	0	2	2.5	-1	0	1	2	0	9
Cn1c(C(O)c2ccccc2F)nc(Cl)c1Cl (stereo unspecified)	-2	7	-4	-1.3	0	-2	-3	-1	-3	12
COc1ccc(Cc2nnc(NC(=O)c3ccccc3C)s2)cc1	-11	3	-14	2.1	-2	1	-3	-5	0	-3
Cc1cc(-c2ccc(C)c(S(=O)(=O)NCc3ccc(Br)cc3)c2)on1	-34	-8	-12	0.3	-1	-6	-8	-18	1	4
CCCCOc1cccc(C(=O)NNC(=S)NC2CCCCC2)c1	-5	9	2	1.0	0	-1	-1	4	19	2
CC1CCCCN1CCNC(=O)c1cc2c(=O)n(C)c3ccccc3c2n1C (stereo unspecified)	-7	-10	2	-0.2	0	-29	0	2	7	5
O=C(NC1=NCCS1)c1ccncc1	1	2	7	-1.7	1	2	5	5	1	-4
Cc1cc(-n2c(SCC(=O)Nc3ccc(Br)cc3)nc3n[nH]c(C)c3c2=N)ccc1Cl	-34	4	-11	24*	-2	37*	-7	-4	6	3
CCOc1ccc(-c2c(C)n([O-])c3c([n+]2=O)CCCCC3)cc1	-3	-2	4	-1.4	-4	-3	3	0	-2	3
COc1ccc(C(=O)N/C(=C\c2cc(OC)c(OC)cc2[N+](=O)[O-])C(=O)NCC(=O)O)cc1	-2	-2	-5	-0.2	0	-3	-4	6	1	0
Cc1cc(Cl)ccc1OCc1nc(-c2ccncc2)no1	·	-8	4	-0.7	5	1	-5	-4	-4	-2
COC(=O)c1oc2ccc(Cl)cc2c1NC(C)=O	-4	2	-2	-0.6	-4	-3	-1	-12	0	-9
CC1=C(C(=O)Nc2cc(C(=O)N(C)Cc3ccccc3)ccc2C)SCCO1	-9	9	-1	-0.1	-2	4	-1	3	-4	15

Part of the list above, showing only SMARCA2 act.
| SMILES | SMARCA2 act |
| --- | --- |
| CCO[C@@H]1OC(C(=O)N2CCN(Cc3ccccc3)CC2)=C[C@H](C2CC2)[C@H]1CCCO | 1 |
| COc1ccc(Cc2nnc(NC(=O)c3ccccc3C)s2)cc1 | -2 |
| COC(=O)c1oc2ccc(Cl)cc2c1NC(C)=O | -4 |
| S=c1[nH]nc(-c2cccs2)n1/N=C/c1cccs1 | 0 |

Shown in CSV form: part of the list above.
SMILES,HTRA1 inh,ASAP1 GAP inh,NPR1 activator,PG9 Ab binder,SMARCA2 act,Rev-erbA mod,GC-B act,ABHD4 inh,rCAG binder,ARFGAP1 inh
S=c1[nH]nc(-c2cccs2)n1/N=C/c1cccs1,5,-17,2,1.1,0,1,5,1,12,-2
Cc1cccc(C(=O)OC2CCN(C)CC2)c1,4,-1,1,-2.6,1,1,4,7,-1,1
CCC(CC)C(=O)Nc1ccc(S(=O)(=O)Nc2nccs2)cc1,5,-10,-1,0.1,-2,-4,3,7,3,7
CCCCNC(=O)c1nn(-c2ccccc2OC)c(=O)c2ccccc12,2,6,2,1.0,0,-1,6,4,-6,8
COc1ccc(OC)c(S(=O)(=O)N2CCN(C(=O)NC3CCCCC3)CC2)c1,-5,0,2,2.5,-1,0,1,2,0,9
Cn1c(C(O)c2ccccc2F)nc(Cl)c1Cl (stereo unspecified),-2,7,-4,-1.3,0,-2,-3,-1,-3,12

Entries listed above that bear a hit mark in Rev-erbA mod:
| mol | HTRA1 inh | ASAP1 GAP inh | NPR1 activator | PG9 Ab binder | SMARCA2 act | Rev-erbA mod | GC-B act | ABHD4 inh | ARFGAP1 inh |
| --- | --- | --- | --- | --- | --- | --- | --- | --- | --- |
| Cc1cc(-n2c(SCC(=O)Nc3ccc(Br)cc3)nc3n[nH]c(C)c3c2=N)ccc1Cl | -34 | 4 | -11 | 24* | -2 | 37* | -7 | -4 | 3 |

The list continues.
SMILES	HTRA1 inh	ASAP1 GAP inh	NPR1 activator	PG9 Ab binder	SMARCA2 act	Rev-erbA mod	GC-B act	ABHD4 inh	rCAG binder	ARFGAP1 inh
O=C(CSc1nnc(-c2cccs2)n1-c1ccccc1)c1ccc2c(c1)OCCO2	-7	-10	-5	-3.7	0	11	-3	2	8	6
COc1cccc(NC(=O)C2CC(=O)N/C(=N/NC(=O)c3ccc(C)cc3)S2)c1 (stereo unspecified)	4	-10	-1	0.7	-2	-2	4	4	15	-16
Brc1ccc(OCCCCN2CCCCC2)cc1	3	-5	2	-1.4	-2	-8	1	0	-3	0
Cc1c(-n2c(=S)[nH]c3ccccc3c2=O)c(=O)n(-c2ccccc2)n1C	-2	-6	1	-2.3	-3	1	4	-1	-1	9
Cc1cccc(NC(=O)CSCC(=O)Nc2ccccc2N2CCCCC2)c1	-38	3	-18	-1.2	-1	1	-13	1	-3	-2
COc1ccc(C(=O)CN2C(=O)c3ccccc3C2=O)c(OC)c1	-3	-2	1	-1.2	-2	6	11	-1	-4	7
CCCCNC(=O)CN(Cc1ccco1)S(=O)(=O)c1ccc(C(C)=O)cc1	1	5	1	1.4	-1	2	-4	8	1	0
Cc1cc(C)n(CC(=O)N2CCCC(N3CCN(c4ccccc4C)CC3)C2)n1 (stereo unspecified)	-1	2	2	-2.7	-1	0	9	-2	-8	5
O=C(COC(=O)/C=C/c1ccc2ccccc2n1)NNC(=O)c1ccc([N+](=O)[O-])cc1	-4	-4	-7	-0.9	1	-6	-4	-1	17	13
COc1cc(OC)c(S(=O)(=O)Nc2ccccc2NC(=O)CN2CCOCC2)cc1NC(C)=O	4	6	4	-0.4	-4	-4	1	-5	0	4
Cc1nonc1CN(C)C(=O)c1ccc(OC2CCN(Cc3ccccn3)CC2)cc1	5	13	0	-1.0	-6	6	-4	-5	-8	-5
CCn1c(C)[n+](CCCS(=O)(=O)[O-])c2cc(Cl)c(Cl)cc21	2	1	4	0.1	-3	-1	-6	-3	3	0
COc1cccc(/C=N/N2C(=O)NC3(CCCCC3)C2=O)c1O	2	18	-1	-1.4	-2	-9	0	1	-2	3
O=C(O)CCC(=O)Nc1cccc(-c2nc3ccccc3o2)c1	6	5	-1	-0.5	-2	2	-9	-1	5	-3
CCOc1cc(CN2CCN(c3ccc(C(C)=O)cc3)CC2)ccc1OC	2	9	4	-0.5	-3	-2	2	4	-7	21
O=C1[C@H](Cc2ccccc2)NCCCC[C@@H](c2ccc(Cl)cc2)N1Cc1ccc(Cl)cc1	-20	9	-10	1.4	-1	-7	-12	4	3	-2
COC1=NS(=O)(=O)c2ccccc21	1	-4	-2	-1.4	-1	2	1	-8	0	-3
Cc1ccc(C)c(N(C)C(=O)c2ccc3c(=O)n4c(nc3c2)CCCCC4)c1	-4	4	2	-1.6	0	-2	0	2	-7	1
CCCN(CCC)C(=O)Nc1ccc(F)cc1F	8	5	3	0.3	-2	1	1	0	1	1
O=C(Nc1ncc([N+](=O)[O-])s1)c1ccc2c(c1)OCO2	14	3	7	0.1	-3	1	2	13	6	5
CCc1cc2cc(C)cc(C)c2nc1SCC(=O)Nc1cc(C)on1	-4	-10	-2	-0.3	0	10	-2	-3	-1	6
Cc1ccccc1Sc1ncccc1[N+](=O)[O-]	-6	-3	-2	-0.2	-2	0	1	0	-3	4
COc1ccc(CCNC(=O)C2CCN(C(=O)c3ccc(C(C)(C)C)cc3)CC2)cc1	5	6	5	0.8	-2	-9	-1	0	-9	3
CCCCc1ccc(NC(=O)N2CCNC(=O)C2CC(=O)Nc2ccsc2C(=O)OC)cc1 (stereo unspecified)	-14	7	-1	-0.2	0	-2	-9	-8	1	4
COCCSc1ccccc1C(=O)Nc1cc(C)on1	8	-12	0	1.1	0	-1	2	6	0	-1
CCCn1c(=S)[nH]c2ccc(C(F)(F)F)cc21	-3	-5	2	-0.9	2	2	-2	4	-3	-1
c1ccc(CCN2CN(CCCN3CCOCC3)c3nc4ccccc4n3C2)cc1	2	10	3	0.1	5	4	1	5	3	16

Compound activity from PubChem.

Compounds as they come. About 4.4% of those tested had a hit in this group.
